C2C12 statin – suppression of simvastatin myotoxicity | C2C12 myotubes + simvastatin, ATP luminescence, 48 h; scaled: DMSO 0, geranylgeraniol control 100 | rescue of ATP level, % at 7.49 µM | 0.78% of 330,000 active;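 active = mean ATP rescue above about 67%, or every replicate alone reaching that limit, limit read from the data, passing the limit was not always enough; inconclusive = no clear call, values can overlap the other calls; inactive = mean under the limit and some replicate under it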;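 also: myotubes were challenged with 10 µM simvastatin during compound exposure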
DENV2 CPE rescue – inhibitors of DENV2 cytopathic effect | DENV2-infected cells, cytopathic effect rescue, plate reader | CPE inhibition, % at 9.99 µM | 1.7% of 350,000 active; in the data active = CPE inhibition above about 20%, passing the limit was not always enough; inconclusive = no clear call, values can overlap the other calls; tested in BHK-21 cells;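 also: 0% = median of neutral control wells and 100% = median of positive control wells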
SIRT5 block – inhibitors of human sirtuin-5 desuccinylase. Q9NXA8. Purified SirT5, succinyl-peptide AMC, trypsin-coupled fluorescence. inhibition, % at 15 µM. 1.1% of 330,000 active; in the data active = inhibition above about 15%; inconclusive = no clear call, values can overlap the other calls
Target sequence (Q9NXA8 whole entry, looked up): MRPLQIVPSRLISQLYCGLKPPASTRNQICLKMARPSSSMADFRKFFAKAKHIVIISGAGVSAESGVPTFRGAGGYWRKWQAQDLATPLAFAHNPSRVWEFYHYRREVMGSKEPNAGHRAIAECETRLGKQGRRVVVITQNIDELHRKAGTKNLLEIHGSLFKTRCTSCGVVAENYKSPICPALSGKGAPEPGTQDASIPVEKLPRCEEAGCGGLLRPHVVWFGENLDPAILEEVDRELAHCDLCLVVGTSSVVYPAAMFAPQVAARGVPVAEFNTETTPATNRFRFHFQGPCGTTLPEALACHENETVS
E-selectin induc – E-selectin induction on HUVECs; 0.37% of 260,000 active; P16581; AID 686992; activation, % at 7.58 µM; HUVEC E-selectin immunofluorescence imaging; normalized: neutral wells 0, TNF-alpha wells 100;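 active = mean E-selectin-positive cell signal at least 10% of the positive control, reached in at least 60% of replicates, without over 20% cell loss; inconclusive = no rule given, readout overlaps actives, possibly toxicity-flagged; inactive = the rest, including those meeting only one limit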;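 also: in these data hits start at about 27%; measured in HUVEC primary endothelial cells; signal is the percent of cells scored E-selectin positive by PE staining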
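Material: HUVEC primary endothelial cells; Amount: 3,000 cells per well; Dosing: single concentration; Medium: EGM-2 growth medium on 0.1% gelatin-coated wells; Read-out basis: percent E-selectin-positive cells; Signal: immunofluorescence imaging; Control set: TNF-alpha, DMSO.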
S100A4 MyoIIA – inhibitors of human S100A4 binding to myosin IIA peptide; P26447; S100A4/TAMRA-MyoIIA peptide fluorescence polarization; inhibition, % at 10.7 µM; 0.14% of 360,000 active; AID 652163;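 active = mean inhibition of at least 70% across replicates, with every replicate also reaching that level; inconclusive = mean inhibition reaches 70% but some replicates fall short; inactive = mean inhibition below 70%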
Target sequence (P26447 whole entry, looked up): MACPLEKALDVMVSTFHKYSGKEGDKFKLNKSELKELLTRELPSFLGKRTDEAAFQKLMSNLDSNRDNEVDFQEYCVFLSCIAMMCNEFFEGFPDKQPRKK
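Test system: S100A4 monomer protein. Medium: HEPES buffer with Ca2+, pH 7.2. Reagent: fluorescent myosin IIA peptide, 5 nM. Compound dosing: single-point compound testing. Timing: 5 min between mix addition and reading. Benchmarks: DMSO neutral and TFP positive wells.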
PglD inh – PglD (C. jejuni) enzyme inhibition. purified PglD enzyme, DTNB colorimetric CoA detection. inhibition, % at 12.5 µM. 0.098% of 360,000 active. AID 602405; in the data active = inhibition above about 16%, passing the limit was not always enough; inconclusive = no clear call, values can overlap the other calls; also: strong numbers were not always called active
ERp5 inh – inhibitors of human ERp5 | Q15084 | ERp5 insulin aggregation, absorbance 650 nm, 90 min | inhibition, % at 9.99 µM | 0.05% of 350,000 active | AID 651711;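 active = mean replicate inhibition above about 25%, with every replicate also reaching it, limit read from the data, passing the limit was not always enough; inconclusive = only one of those two criteria met; inactive = neither criterion met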
Target sequence (Q15084 whole entry, looked up): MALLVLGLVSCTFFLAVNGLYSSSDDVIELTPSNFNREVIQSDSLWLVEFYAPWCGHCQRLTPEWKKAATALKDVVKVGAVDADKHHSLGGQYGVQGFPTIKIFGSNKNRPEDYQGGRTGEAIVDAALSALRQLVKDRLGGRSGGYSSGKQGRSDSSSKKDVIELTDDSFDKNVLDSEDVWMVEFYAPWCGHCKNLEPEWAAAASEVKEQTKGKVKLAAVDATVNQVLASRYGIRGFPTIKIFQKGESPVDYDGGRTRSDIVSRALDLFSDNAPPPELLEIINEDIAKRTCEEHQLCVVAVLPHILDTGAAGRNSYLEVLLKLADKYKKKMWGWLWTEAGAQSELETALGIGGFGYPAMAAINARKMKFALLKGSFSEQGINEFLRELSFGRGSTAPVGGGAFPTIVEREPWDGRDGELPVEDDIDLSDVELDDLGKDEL
Starred values were filed as active, the others as inactive; ? = inconclusive; . = no result given. This is a subset. The share of hits here may be higher or lower than overall.

1	CCCCN(C=O)c1c(CC)nc2ccc(C(=O)Nc3cc(-c4ccccc4)ccc3OC)cn12
2	O=Cc1ccc(-n2nncc2-c2ccc([N+](=O)[O-])cc2)cc1
3	N#C[C@@H]1[C@@H](c2ccccc2)[C@@H](CO)N1C(=O)Cc1ccccn1
4	CC1(C)CC(=O)C2=C(C1)c1c(ccc3ccccc13)NC2c1ccc(OCC(=O)O)cc1 (stereo not given)
5	CC(=O)N1CC2(C1)[C@@H](c1ccccc1)[C@@H](CO)N2C(=O)c1cnccn1
6	CN1C(=O)c2cc(NC(=O)C3CCC3)ccc2OC[C@@H]2O[C@@H](CC(=O)NCc3ccccc3F)CC[C@H]21
7	CC1(C)Cc2c(sc(NC(=O)C(=O)NCCCN3CCOCC3)c2C(N)=O)CO1
8	Cc1c(C)n(CC(O)CN2C(=O)c3ccccc3S2(=O)=O)c2ccccc12 (stereo not given)
9	COc1ccc(CN(C)C[C@H]2OCCCC[C@@H](C)Oc3ccc(NC(=O)Cc4ccccc4)cc3C(=O)N([C@H](C)CO)C[C@H]2C)cc1
10	CCOc1ccc(-c2cn3ccccc3n2)cc1
assay / entry	1	2	3	4	5	6	7	8	9	10
C2C12 statin	7	2	11	3	.	.	11	-1	.	.
DENV2 CPE rescue	-13	2	-2	1	-5	14	9	.	-6	-12
SIRT5 block	.	3	4	-43	1	0	3	.	.	-8
E-selectin induc	-0.1	.	?	.	0.9	-0.1	.	-0.2	0.0	-2.3
S100A4 MyoIIA	-2	2	7	-9	-11	-6	0	.	.	3
PglD inh	1	-1	1	-3	.	.	6	-9	-2	.
ERp5 inh	-1	-4	-3	0	-2	-1	.	.	.	-1

11	C[C@H]1CN([C@@H](C)CO)C(=O)Cc2cc(NC(=O)Nc3ccc(C(F)(F)F)cc3)ccc2O[C@H]1CN(C)C(=O)Nc1ccc(C(F)(F)F)cc1
12	CCOP(=O)(OCC)c1nc(-c2cccc([N+](=O)[O-])c2)oc1N1CCCCC1
13	COc1ccc2c(c1)-c1ccccc1S(=O)(=O)N2C(C)=O
14	CN1C(=O)c2cc(NC(=O)Cc3cccs3)ccc2OC[C@@H]2O[C@@H](CC(=O)NCc3ccc(-c4ccccc4)cc3)CC[C@H]21
15	C[C@@H]1CN([C@@H](C)CO)C(=O)c2cc(NS(C)(=O)=O)ccc2O[C@@H]1CN(C)C(=O)Nc1cccc2ccccc12
16	Cc1ccc(S(=O)(=O)N2CCC(C(=O)OC(C)C(=O)NC3CCCCC3C)CC2)cc1C (stereo not given)
17	CC(C)c1ccc(C2(C)NC(=O)N(CC(=O)N3CCN(C(=O)c4cccs4)CC3)C2=O)cc1 (stereo not given)
18	COc1ccc(C#Cc2ccc([C@@H]3[C@@H](CO)N4CCCCN(C(=O)c5ccncc5)C[C@H]34)cc2)cc1
19	CCOC(=O)N1CCN(c2cc(=O)n(-c3ccccc3C)c(=O)[nH]2)CC1
20	C[C@H]1CN([C@@H](C)CO)C(=O)c2cccc(NS(=O)(=O)c3ccc(F)cc3)c2O[C@@H]1CN(C)C
assay / entry	11	12	13	14	15	16	17	18	19	20
C2C12 statin	-25	.	34	-106	4	1	4	-53	-4	-6
DENV2 CPE rescue	-22	-4	11	0	-6	-17	?	28*	2	1
SIRT5 block	3	2	0	1	-4	-6	2	-1	-3	0
E-selectin induc	0.4	.	.	.	-2.3	-2.5	0.4	-0.4	.	-0.1
S100A4 MyoIIA	4	1	-3	-4	0	-14	0	2	-2	-8
PglD inh	8	.	1	4	4	0	-2	5	2	-1
ERp5 inh	-1	6	1	1	5	2	-7	3	-5	5

21	O=C(Nc1ccc(Cl)cc1)N1C[C@@H]2[C@H](c3ccccc31)[C@H](CO)N2CC1CCCC1
22	O=C(c1ccc2ccccc2c1)N1CCN(c2ccccc2)CC1
23	CNc1ncc(C(=O)c2ccc(F)cc2)s1
24	Cc1ccccc1OCCC(=O)OCC(=O)N1c2ccccc2NC(=O)C1(C)C
25	C[C@@H]1CCCCO[C@@H](CN(C)Cc2ccc(C(F)(F)F)cc2)[C@H](C)CN([C@H](C)CO)C(=O)c2cc(NS(=O)(=O)c3ccc(Cl)cc3)ccc2O1
26	Cc1c(C(=O)C(=O)N2CCN(Cc3ccc4c(c3)OCO4)CC2)c2ccccc2n1C
27	CCOc1ccc(C(C(=O)NC(C)(C)C)N(CCOC)C(=O)CCC(=O)Nc2ccccn2)cc1 (stereo not given)
28	CCCN(CC(=O)Nc1ccccc1OC)C(=O)Cn1[nH]c(=O)c2ccccc2c1=O
29	O=C(CSc1nc2c(sc3ccccc32)c(=O)n1CCCN1CCOCC1)NCC1CCCO1 (stereo not given)
30	O=C(NCc1ccncc1)c1ccccc1Nc1ccc(SC(F)F)cc1
assay / entry	21	22	23	24	25	26	27	28	29	30
C2C12 statin	-36	11	.	9	.	7	3	-3	1	-21
DENV2 CPE rescue	-6	.	.	4	.	-4	14	9	3	5
SIRT5 block	2	-1	-2	15	16*	-2	-2	0	-1	0
E-selectin induc	0.1	.	.	-0.3	-0.2	20	.	.	-1.9	.
S100A4 MyoIIA	-5	-4	-2	-11	6	1	-15	-1	6	-1
PglD inh	5	1	.	-3	0	-1	4	3	2	4
ERp5 inh	3	1	1	1	-1	-1	3	10	-2	-1

31	C[C@@H]1CN([C@@H](C)CO)C(=O)Cc2cc(NC(=O)Nc3ccc(C(F)(F)F)cc3)ccc2O[C@@H]1CN(C)Cc1ccccc1
32	Cc1ccc(NC(=O)COC(=O)C2C3CC4OC(=O)C2C4C3)cc1 (stereo not given)
33	Cc1ccc2oc(C(=O)N(C)Cc3cnccn3)c(C)c2c1
34	Cn1cnc2c1c(=O)n(Cc1ccccc1)c(=O)n2C
35	CC1CN(S(=O)(=O)c2ccccc2)CN1C(=O)N1CCOCC1 (stereo not given)
36	O=C(NCCN1CCOCC1)c1cccc(Br)c1
37	COc1ccc(CCNC(=O)c2ccc3c(c2)N(Cc2ccccc2)CCS3)cc1OC
38	N=C1/C(=C/c2ccc(OCc3ccccc3)cc2)C(=O)N=C2SC(CC(=O)N3CCOCC3)=NN12
39	COc1cccc(NC(=O)CN(C)C(=O)CNC(=O)c2ccc(C)s2)c1
40	CO/N=C\CC(=O)Nc1ccc(Cl)c(Cl)c1
assay / entry	31	32	33	34	35	36	37	38	39	40
C2C12 statin	-42	5	2	4	0	12	10	-14	2	-38
DENV2 CPE rescue	3	-2	5	9	12	0	-3	-2	-4	-4
SIRT5 block	0	.	-2	10	-5	-3	-5	2	2	-2
E-selectin induc	2.2	0.4	-0.1	0.1	0.0	.	.	0.1	1.6	.
S100A4 MyoIIA	-17	-4	9	-1	-12	1	-10	1	-5	8
PglD inh	0	4	0	-3	1	-6	.	8	-7	.
ERp5 inh	-1	0	2	1	0	0	-1	-3	-3	6

41	Cc1cc2ccccn2c1C(=O)c1nc(NCc2ccco2)ncc1Cl
42	C[C@@H]1CN([C@@H](C)CO)C(=O)Cc2cc(NC(=O)Nc3ccccc3)ccc2O[C@@H]1CN(C)C(=O)Nc1ccccc1
43	CCOC(=O)c1ccccc1NC(=O)COC(=O)c1c(CC)noc1C
44	O=C(C[C@@H]1CC[C@H]2[C@@H](COC[C@@H](O)CN2CCc2ccccc2)O1)NCc1ccc(F)cc1
45	CCN(CC)C(CNC(=O)CSc1nnnn1-c1ccc(C)c(C)c1)c1ccco1 (stereo not given)
46	COc1cccc(-c2cnc3c(c2)C(=O)N([C@H](C)CO)C[C@H](C)[C@H](CN(C)Cc2ccc4c(c2)OCO4)O3)c1
47	CCCCCn1cc(CCC(=O)Nc2ccc(Oc3cccnc3)cc2)c2ccccc21
48	C[C@@H]1CN([C@@H](C)CO)S(=O)(=O)c2ccc(Br)cc2O[C@H]1CN(C)CC1CCCC1
49	O=C1CC(c2cc(F)ccc2F)c2cc3c(cc2N1)CCC3 (stereo not given)
50	C[C@@H]1CN([C@H](C)CO)C(=O)Cc2cc(NC(=O)C3CC3)ccc2O[C@@H]1CN(C)C(=O)Nc1ccccc1
assay / entry	41	42	43	44	45	46	47	48	49	50
C2C12 statin	26	27	-9	16	-1	.	.	-21	.	5
DENV2 CPE rescue	0	9	-1	-8	-6	5	?	8	-4	-2
SIRT5 block	-4	.	-1	-5	-1	-1	.	7	-3	0
E-selectin induc	.	-0.4	.	0.1	0.0	-0.6	7.6	1.3	.	-8.6
S100A4 MyoIIA	-1	3	2	-9	-1	-29	3	8	-4	-21
PglD inh	-13	0	3	5	.	-1	.	5	.	-5
ERp5 inh	-8	-2	1	0	8	1	4	2	2	7

51	CN1C(=O)C(=O)/C(=C(/O)c2ccc(Br)cc2)C1c1ccc(Cl)cc1 (stereo not given)
52	COc1ccccc1NC(=O)/C=C/C(N)=O
53	CCc1nc(SCC(=O)Nc2nnc(C(C)C)s2)n[nH]1
54	Nc1c(Cl)ncnc1NCc1cccnc1
55	CCC[C@H](CN[C@@H](CNC)[C@H](C)O)NCCc1ccc(OC)cc1
56	C[C@H](CO)N1C[C@H](C)[C@@H](CN(C)Cc2ccncc2)Oc2ccc(NC(=O)CCCN(C)C)cc2C1=O
57	Cn1c(C(=O)N2CCCC(C(=O)N3CCN(C(=O)c4ccco4)CC3)C2)cc2sccc21 (stereo not given)
58	COc1ccccc1CCn1cnc(-c2ccccc2OC)c1C(C)C
59	CCCCN1CC(N2CCN(Cc3cccc(C)c3)CC2)CS1(=O)=O (stereo not given)
60	CCN(Cc1ccc(NC(C)=O)cc1)CC1CCCN(CCc2cccc(F)c2)C1 (stereo not given)
61	Cc1cc(C)nc(N(C#N)Cc2ccc(Cl)cc2)n1
62	CCN(c1ccccc1)S(=O)(=O)c1ccc(C(=O)N(CCCN(C)C)c2nc3cc4c(cc3s2)OCO4)cc1
63	CCC(=O)OC1(C)C(=O)C2=COC(c3ccc(OC)cc3)=CC2=C(Br)C1=O (stereo not given)
assay / entry	51	52	53	54	55	56	57	58	59	60	61	62	63
C2C12 statin	7	-6	14	5	-2	1	1	.	4	-7	.	-30	5
DENV2 CPE rescue	0	.	?	4	-1	-3	0	13	?	18	-1	-2	-2
SIRT5 block	2	1	-5	1	.	-2	.	.	-1	-4	7	2	.
E-selectin induc	.	.	.	.	0.0	0.0	1.0	0.2	-0.1	.	.	.	0.0
S100A4 MyoIIA	-9	-7	-10	-8	-11	6	0	-1	4	-17	-5	-6	-18
PglD inh	3	7	2	0	-5	-1	-5	.	0	3	.	5	-3
ERp5 inh	-2	-4	15	-1	-2	-1	-1	1	0	-2	-3	-12	-2

In another format: results already given.
no.	smiles	C2C12 statin	DENV2 CPE rescue	SIRT5 block	E-selectin induc	S100A4 MyoIIA	PglD inh	ERp5 inh
55	CCC[C@H](CN[C@@H](CNC)[C@H](C)O)NCCc1ccc(OC)cc1	-2	-1	.	0.0	-11	-5	-2
56	C[C@H](CO)N1C[C@H](C)[C@@H](CN(C)Cc2ccncc2)Oc2ccc(NC(=O)CCCN(C)C)cc2C1=O	1	-3	-2	0.0	6	-1	-1
57	Cn1c(C(=O)N2CCCC(C(=O)N3CCN(C(=O)c4ccco4)CC3)C2)cc2sccc21 (stereo not given)	1	0	.	1.0	0	-5	-1
58	COc1ccccc1CCn1cnc(-c2ccccc2OC)c1C(C)C	.	13	.	0.2	-1	.	1

Compound activity (PubChem BioAssay)
